Bioassay records deposited in PubChem by Columbia University Molecular Screening Center.
sEH act: soluble epoxide hydrolase activators, primary screen, biochemical, human sEH | 91,000 tested, 0.04% active | purified human sEH enzymatic activity, activator screen | Bifunctional epoxide hydrolase 2 (Homo sapiens), P34913 | activation, % at 2 µM; in the data active means activation above about 37%; further: values of inactives mirror those of a sister screen read the other way
Target sequence (P34913 whole entry, looked up): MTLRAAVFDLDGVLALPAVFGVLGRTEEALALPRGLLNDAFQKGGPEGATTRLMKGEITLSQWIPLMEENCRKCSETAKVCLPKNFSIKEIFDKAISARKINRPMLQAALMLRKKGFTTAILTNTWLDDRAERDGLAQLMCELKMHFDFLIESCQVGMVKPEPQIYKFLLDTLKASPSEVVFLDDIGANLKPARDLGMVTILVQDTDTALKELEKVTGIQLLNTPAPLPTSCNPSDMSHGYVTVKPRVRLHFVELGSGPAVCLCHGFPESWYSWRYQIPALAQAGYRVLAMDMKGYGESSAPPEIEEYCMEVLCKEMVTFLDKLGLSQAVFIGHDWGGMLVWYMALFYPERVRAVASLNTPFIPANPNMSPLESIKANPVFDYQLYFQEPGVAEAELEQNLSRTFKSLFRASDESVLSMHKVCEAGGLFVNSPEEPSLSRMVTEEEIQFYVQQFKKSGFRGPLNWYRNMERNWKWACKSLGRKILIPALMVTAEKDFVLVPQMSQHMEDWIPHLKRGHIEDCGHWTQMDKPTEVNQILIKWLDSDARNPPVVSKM
Numbers without * were called inactive.

| SMILES | sEH act |
| --- | --- |
| Cc1cccc(N2C(=O)C3C4CC(C(Br)C4Br)C3C2=O)n1 (configuration not stated) | 18 |
| O=C(Nc1cc2c(cc1Cl)OCCCO2)c1ccccc1 | 10 |
| Cc1cc(C(=O)NNC(=S)NC(C)c2ccccc2)c2ccccc2n1 (configuration not stated) | -5 |
| Cc1cc(C)c2c3c(sc2n1)C(c1cccc(F)c1)C(C#N)=C(N)O3 (configuration not stated) | -9 |
| CCOC(=O)c1[nH]c2ccccc2c1NC(=O)c1ccco1 | -5 |
| Cc1[nH]n(-c2ccccc2)c(=O)c1N=Nc1nccs1 | 1 |
| Cc1ccc(C(=O)COC(=O)c2cccc(NC(=O)c3ccc([N+](=O)[O-])cc3[N+](=O)[O-])c2)cc1 | -4 |
| COc1ccccc1/C=C/C(=O)c1cc(Br)ccc1OC(=O)c1ccco1 | -8 |
| O=C1CC(c2cccc([N+](=O)[O-])c2)c2c(ccc3ccccc23)N1 (configuration not stated) | -2 |
| CCOC(=O)/C(C#N)=C/Nc1ccccc1OC | 8 |
| CCOC(=O)c1c(NC(=O)C2C3CCC(O3)C2C(=O)O)sc(C)c1-c1ccc(F)cc1 (configuration not stated) | 12 |
| Cc1n(CC(O)COCc2ccccc2)c2ccccc2[n+]1C (configuration not stated) | 1 |

Three compounds out of the list, ordered by SMILES length, descending.
| SMILES | sEH act |
| --- | --- |
| CCOC(=O)c1[nH]c2ccccc2c1NC(=O)c1ccco1 | -5 |
| Cc1[nH]n(-c2ccccc2)c(=O)c1N=Nc1nccs1 | 1 |
| O=C(Nc1cc2c(cc1Cl)OCCCO2)c1ccccc1 | 10 |

Next part:
| SMILES | sEH act |
| --- | --- |
| CC(C)N(CC#CCC1(O)c2ccccc2-c2ccccc21)CCO | -11 |
| NS(=O)(=O)c1ccc(NCc2cc(Cl)ccc2OCc2ccccc2F)cc1 | 0 |
| CCOC(=O)C1CCN(Cc2cnc(Oc3ccc(C(C)(C)C)cc3)s2)CC1 | -3 |
| O=C1c2ccccc2C(=Nc2ccccc2)C1c1cccc(Br)c1 (configuration not stated) | -43 |
| CCCc1ccc(C2C3=C(CC(C)(C)CC3=O)NC3=C2C(=O)c2ccccc23)cc1 (configuration not stated) | -4 |
| CCOC(=O)c1c2ccc(OCC(=O)N/N=C/c3ccc(C)cc3)cc2n2ccccc12 | -4 |
| NC(=O)c1ccc(C(F)(F)F)n(Cc2cccc(Cl)c2)c1=O | -3 |
| O=C(Cc1ccccc1)N/N=C/c1ccccn1 | -6 |
| CCn1c(NC(=S)Nc2ccccc2)nc2ccccc21 | -14 |
| O=C1C2C3CCC(C3)C2C(=O)N1CNc1ccc(F)cc1 (configuration not stated) | 6 |
| COc1ccc(C2=NC(C(F)(F)F)(C(F)(F)F)c3c(n(C)c(=O)n(C)c3=O)N2)cc1 | 3 |
| N#CC(C#N)=CC1=C2OC(c3ccccc3)=CC(c3ccccc3)=C2CCC1 | -8 |
| Fc1ccccc1/C=N/Nc1nn[nH]n1 | 2 |
| O=C(Nc1ccccc1F)c1ccc(CNS(=O)(=O)c2cccc(C(F)(F)F)c2)cc1 | -6 |
| Cc1cc(C)c(NC(=O)CN2C(=O)NC3(CCOc4ccccc43)C2=O)c(C)c1 (configuration not stated) | -9 |
| CN(CC(=O)O/N=C(\N)c1ccccn1)S(=O)(=O)c1cc(Cl)ccc1Cl | 4 |
| CC(C)(C)c1cc[n+](/C(C(=S)NC2CC2)=C(/[O-])c2ccc(Cl)s2)cc1 | 5 |
| COc1ccc(C2C(C(=O)OCC(=O)NC(C)(C)C)CCC(=O)N2c2ccc(C)cc2)cc1OC (configuration not stated) | -1 |
| O=C(COC(=O)c1c2c(nc3ccccc13)CCCC2)c1cccs1 | -7 |
| Fc1ccc(-c2nc3c(Cl)cc(C(F)(F)F)cn3c2Cl)cc1 | -7 |
| O=S1(=O)CCN(Cc2cccc(Cl)c2)CC1 | 1 |
| COc1ccc(-c2cc(C(=O)N(C)Cc3ccccc3)no2)cc1OC | 1 |
| Cc1cccc(OCCCOc2cccc3cccnc23)c1C | 8 |
| CCOC(=O)c1c(C)nc2sc(C(=O)Nc3ccccc3)c(N)c2c1-c1ccc(OC)cc1 | 6 |
| COc1ccc(OCCSc2nnc(CCNC(=O)c3ccc(Cl)c(Cl)c3)n2C)cc1 | 12 |
| COc1ccc(CCNC(=O)C2CC(=O)N(c3ccc(F)cc3)C2)cc1OC (configuration not stated) | -8 |
| Clc1cccc(Cl)c1Cn1cnc2c(NCc3ccco3)ncnc21 | -5 |
| Cc1ccc(NC(=O)C2C3CCCC2C3c2ccccc2)cc1C (configuration not stated) | 11 |
| Cc1cccn2cc(CNC(=O)C3CCCCC3)nc12 | 5 |
| COc1ccnc(Oc2ccccc2)c1C(=O)N/C=N/OCc1ccc(F)cc1Cl | 13 |
| O=C(Cc1ccccc1)NCCSCc1ccc(Cl)cc1 | -21 |
| CCOc1cc(/C=N\NC(=O)c2ccc(NC(=O)C(C)(C)C)cc2)ccc1OC(=O)c1ccc(OC)cc1 | -15 |
| Cc1ccc(NC(=O)C(c2ccc(Cl)cc2)N2CCCCC2)cc1 (configuration not stated) | -7 |
| O=C(Nc1ncc2c(n1)-c1ccccc1OC2)c1ccccc1Cl | -1 |
| Cc1ccc(NC(CNS(=O)(=O)c2ccc(Cl)cc2)c2ccccc2)cc1 (configuration not stated) | 3 |
| COc1cc(OC)nc(Oc2ccccc2C(=O)Oc2ccc(Cl)cc2)n1 | 24 |
| Cc1ccc(NC(=O)CCC(=O)OCC(=O)c2ccc(Oc3ccc([N+](=O)[O-])cc3)cc2)c(C)c1 | -2 |
| CCN(CC)C(=S)SCC(=O)c1ccc(F)cc1 | -13 |
| Cc1cccc(C)c1OCC(=O)NNC(=O)Nc1ccc(Cl)cc1 | -35 |
| O=C(Oc1ccc(-c2nnco2)cc1)N1CCOCC1 | 3 |
| Cc1cccc(NC(=O)CSc2nc(COc3ccccc3)nc3ccccc23)c1C | -18 |
| CC(C)Oc1ccc(N2CC(C(=O)OCC(=O)NCc3ccccc3)CC2=O)cc1 (configuration not stated) | -8 |
| S=C(NCc1cccs1)Nc1ccc(Cl)cc1 | 9 |
| Cc1nc2sc3c(NCc4ccco4)ncnc3c2c2c1COC(C)(C)C2 | 9 |
| CCOc1ccccc1N(CC(=O)Nc1ccc(S(=O)(=O)N2CCOCC2)cc1)S(=O)(=O)c1ccccc1 | -1 |
| CCOc1cc(C2CC(=O)c3c(ccc4ccccc34)N2)ccc1O (configuration not stated) | -22 |
| O=C(/C=C/c1ccc(Br)cc1)NC1CCCCCC1 | -30 |
| COCCNC(=O)c1onc(CSc2cccc(C)c2)c1C(=O)O | 10 |
| CC(NC(=O)C1CCN(c2nnc(-n3cccc3)s2)CC1)C12CC3CC(CC(C3)C1)C2 (configuration not stated) | -8 |
| CC1=C(C(=O)O)N2C(=O)C(NC(=O)c3nn(C)cc3Cl)C2SC1 (configuration not stated) | 6 |
| O=C(c1cccc(C(F)(F)F)c1)N1CCC(O)(CS(=O)(=O)Cc2ccccc2)CC1 | -18 |
| CCOc1ccc2nc(SCC(=O)NCc3ccc4c(c3)OCO4)[nH]c2c1 | 0 |
| O=C(CSc1nnc(Cc2ccccc2)n1-c1ccccc1)NNC(=O)Cc1ccccc1 | 24 |
| COC(=O)c1ccccc1NC(=O)C1CC(=O)N(c2ccc(F)cc2)C1 (configuration not stated) | 1 |
| CC(C)Cc1nnc(NC(=O)c2cc(-c3ccccc3)nc3ccccc23)s1 | 2 |
| COc1ccc(C(=O)Nc2ccc(C(=O)OCC(=O)c3ccccc3)cc2)cc1 | -4 |
| CC(C)Sc1nc2c(c(=O)n(C)c(=O)n2C)n1Cc1ccc(Cl)cc1 | -6 |
| Cc1ccc(CSCC(=O)N/N=C/c2ccc(OCC(=O)Nc3ccc(C)cc3)cc2)cc1 | -17 |
| O=C(CCc1ccc(S(=O)(=O)N2CCOCC2)cc1)Nc1ccc2ccccc2c1 | -20 |
| CCN(CC)C(=O)c1sc(NC(=O)C(Sc2ccccc2)c2ccccc2)c(C(=O)OC(C)C)c1C (configuration not stated) | 2 |

Later entries:
| SMILES | sEH act |
| --- | --- |
| O=C(COC(=O)c1ccccc1SCC(=O)NC1CCCCC1)NC1CCCCC1 | -52 |
| Cc1ccc(-c2nc(N)c3c(-c4ccc(C)cc4)nn(C(C)(C)C)c3n2)cc1 | 9 |
| Cc1ccc(C)c(CN2C(=O)C3(OCCCO3)c3ccccc32)c1 | 11 |
| COc1cccc(-c2nc(N3CCN(c4ccccc4)CC3)c3ccccc3n2)c1O | -9 |
| COC(=O)C1CCN(C(=O)CSc2nnc(-c3ccncc3)o2)CC1 | -9 |
| O=C(CSc1ccc(/C=N/NC(=O)c2cccc(F)c2)o1)Nc1ccccc1 | -79 |
| O=C(NNc1ccccc1[N+](=O)[O-])Nc1ccccc1 | -7 |
| C/C(CC(=O)NCCCN1CCOCC1)=N\NC(=O)COc1ccc(Cl)cc1 | -4 |
| COc1cccc(NC(=O)N2CCN(c3cccc(C)c3C)CC2)c1 | -18 |
| CC(NC(=O)c1ccc(Cn2cc([N+](=O)[O-])cn2)o1)c1ccccc1 (configuration not stated) | 14 |
| Cc1ccccc1OCC(=O)NC(=S)Nc1ccc(Br)c(C)n1 | 5 |
| CCN1C(=O)C(Cc2nc3ccccc3c(=O)n2-c2ccccc2)c2ccccc21 (configuration not stated) | -24 |

Brought forward from above: 2 compounds, followed by the next part.
| SMILES | sEH act |
| --- | --- |
| Cc1ccccc1OCC(=O)NC(=S)Nc1ccc(Br)c(C)n1 | 5 |
| CCN1C(=O)C(Cc2nc3ccccc3c(=O)n2-c2ccccc2)c2ccccc21 (configuration not stated) | -24 |
| CC/C(=N/Nc1ccccc1)c1cnnc(SC)n1 | 30 |
| Cc1ccccc1C(=O)c1c[nH]c(C(=O)NCc2ccco2)c1 | -9 |
| Clc1cccc(-c2nnc(-c3ccccc3)o2)c1 | 16 |
| O=S(=O)(c1ccccc1)n1ccc(-c2cnc(-c3ccccc3)s2)n1 | 6 |
| Cc1ccc(COn2c(-c3ccc(Cl)cc3)nc3ccc([N+](=O)[O-])cc32)cc1 | -2 |
| CC(C)(C)c1ccc(NC(=S)NCc2cccs2)cc1 | -10 |
| COc1ccc(N=C2S/C(=C\c3ccc(C)s3)C(=O)N2CC(C)C)cc1 | 14 |
| COc1ccccc1N/C(=N/S(=O)(=O)c1ccc(C)cc1)c1ccc(Cl)cc1 | 10 |
| CNC(=S)N1N=C(c2ccc(OC)cc2)CC1c1ccc(N(C)C)cc1 (configuration not stated) | 9 |
| CC1Cc2ccccc2C(=O)N1 (configuration not stated) | 7 |
| CCSc1nc2ccccc2n1C(=O)c1ccc(S(=O)(=O)N2CCCCC2)cc1 | -5 |
| COc1c(N2CCN(C(=S)Nc3ccc(F)cc3)C(C)C2)c(F)cc2c(=O)c(C(=O)O)cn(C3CC3)c12 (configuration not stated) | -11 |
| O=C1Cc2ccccc2C(=O)N1CCc1ccccc1 | -11 |
| O=C(NCC1CCCO1)C(c1cccnc1)N(C(=O)Cc1cccs1)c1ccccc1 (configuration not stated) | 8 |
| O=C(CNC(=O)Cc1ccccc1)NCC(=O)OCc1ccc(C(=O)c2ccccc2)cc1 | 5 |
| CCN(CC)C(=O)CSc1nc2ccc(NC(=O)CSc3nnc(N)s3)cc2s1 | -4 |
| O=C(NCCNC(=O)c1cc(OCC(F)(F)F)ccc1OCC(F)(F)F)Nc1ccc(Cl)cc1 | -51 |
| COc1cccc(-c2nnc(SCc3nc4ccccc4s3)n2C)c1 | -11 |
| Cc1cnn(-c2cc(N/N=C/c3ccccc3)ncn2)c1 | 1 |
| Cc1cc(C)c(S(=O)(=O)NCC23C=CC(O2)C2C(=O)N(c4ccccc4)C(=O)C23)c(C)c1 (configuration not stated) | -2 |
| COc1cccc(-c2csc(N3CCN(C(=S)Nc4ccccc4OC)CC3)n2)c1 | 9 |
| COC(=O)c1cc(Cl)c(NC(=O)c2cc(OC)c(OC)c(OC)c2)cc1OC | 8 |
| COc1ccnc(N2CCN(c3cccc(C(F)(F)F)c3)CC2)c1C#N | 9 |
| O=C(CP(=O)(c1ccccc1)c1ccccc1)Nn1cnnc1 | 1 |
| Cc1c(Cl)cccc1NC(=S)N1CCN(Cc2ccccc2)CC1 | 3 |
| CCOc1ccc2c(c1)nc(SCC(=O)c1cccs1)n2C | -11 |
| CCOC(=O)Cc1csc(NC(=O)COc2ccccc2OC)n1 | 13 |
| C=CCNC(=S)Nc1sc2c(c1C(=O)OCC)CC(C(C)C)OC2 (configuration not stated) | 7 |
| CSc1nsc(/C=C/Nc2ccc(Cl)cc2)c1C#N | -9 |
| Cc1cc(-c2c(C)[nH]n(-c3ccc(Cl)cc3)c2=O)n[nH]1 | -4 |
| CCN(CC)S(=O)(=O)c1cccc(C(=O)NCC2CCCO2)c1 (configuration not stated) | -6 |
| CC1(NC(=O)N2CCOCC2)CCS(=O)(=O)C1 (configuration not stated) | -4 |
| CCOC(=O)c1sc(NC(=O)c2cccnc2)c(C#N)c1C | 23 |
| CCCSc1cc(=O)n(-c2ccccc2)nc1C(=O)OCC | 4 |
| C=CCNC(=O)c1ccc(-c2nc(-c3ccc(Cl)c(Cl)c3)cs2)cc1 | 0 |
| CC(C)c1ccc(N=c2c([N+](=O)[O-])nn(-c3ccc4c(c3)OCCO4)n2O)cc1 | 5 |
| C=CCNc1nc(SC)nc2ccsc12 | -10 |
| COC(=O)c1nn(-c2ccccc2)c(=O)cc1Oc1ccccc1 | 15 |
| O=C(CN1NS(=O)(=O)c2ccccc2C1=O)Nc1ccccc1OC(F)F | 2 |
| Cc1ccc(S(=O)(=O)NCCCCCC(N)=O)cc1 | 12 |
| Cc1c(C#N)c(NC(=O)c2ccccc2)n(Cc2ccccc2)c1C | 4 |
| Cc1nn(C)cc1/C=N\NC(=O)c1ccc2c(c1)c(C)c(C)n2Cc1ccccc1 | -6 |
| CCOC(=O)c1cn(-c2nc(-c3ccc(Cl)c(Cl)c3)cs2)c2c(F)c(N3CCOCC3)c(F)cc2c1=O | 0 |
| COc1cccc(OCCSc2nnc3sc4ccccc4n23)c1 | -2 |
| N#CCO/N=C(\c1ccccc1)c1ccncc1 | 0 |
| CCNC(=O)O/N=C(\C)c1sc(-c2ccc(Cl)cc2)nc1C | 2 |

Looked up above.
Result of `COC(=O)c1nn(-c2ccccc2)c(=O)cc1Oc1ccccc1` in sEH act: 15
Result of `C=CCNc1nc(SC)nc2ccsc12` in sEH act: -10

Some of the compounds tested; the hit share may differ from the screen's.
